Yeast growth tox: yeast growth toxicity, wild-type and mutant, primary screen, cytotoxicity control for eIF2B function restoration project, wild-type and eIF2Bepsilon R284H mutant, A595; S. cerevisiae wild-type growth, A595 turbidity, 16 h; growth inhibition, % at 25 µM (by protocol); AID 685, 2007; 30,000 tested, 0.3% active;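 active = mutant and wild-type yeast strains alike exhibit over 30% growth inhibition; inconclusive = a strain exceeds 50% while the second remains under 30%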;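 note: 0% = untreated cell controls and 100% = YPD media blanks without cells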
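Incubation: 16 h growth with compound, 30 °C; Material: S. cerevisiae wild-type or eIF2Bepsilon-R284H mutant strain; Signal: turbidity measured as absorbance at 595 nm; Medium: YPD yeast growth medium; Measure: growth inhibition (%) versus cell controls and blanks; Doses: 25 µM single dose.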
Yeast eIF2B: GCN4-lacZ reporter reduction in eIF2B-epsilon mutant yeast, primary screen, S. cerevisiae, eIF2B-epsilon R284H, Beta-Glo luminescence; inhibition, % at 25 µM (by protocol); 27,000 tested, 0.91% active; AID 688, 2007;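 active = mutant luminescence inhibited past about 50% while wild type luminescence and mutant growth stay under set limits, limit read from the data; inconclusive = mutant versus wild type luminescence inhibition gap past a set limit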; note: some compounds called inactive have numbers as strong as hits
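Material: yeast eIF2B-epsilon R284H mutant carrying GCN4–beta-galactosidase fusion. Medium: YPD yeast growth medium. Incubation: 16 h growth with compound at 30 °C, 90 min Beta-Glo step. Signal: Beta-Glo luminescence plus absorbance at 595 nm. Evaluation: % inhibition of reporter signal and growth versus controls. Doses: 25 µM single dose.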
Yeast growth tox inhibition %: further read-out of Yeast growth tox, marked with its call; growth inhibition, %; S. cerevisiae eIF2Bepsilon-R284H mutant growth, A595 turbidity, 16 h;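 each compound tested once at 25 µM; 0% equals untreated cells and 100% equals cell-free medium blanks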
Yeast eIF2B mutant toxicity: recorded beside Yeast eIF2B, whose call it bears; growth inhibition, %; measured here: mutant yeast growth, toxicity;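 each compound tested once at 25 µM; zero equals untreated control growth and 100 equals blank medium absorbance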
Active calls of the source: *; u = inconclusive; x = not tested or not shown.

entry | molecule | Yeast growth tox | Yeast growth tox inhibition % | Yeast eIF2B | Yeast eIF2B mutant toxicity
1 | O=C(Nc1ccccc1N1CCCC1)c1cccnc1Cl | 5.4 | 5.0 | 16.4 | 5.0
2 | CCOC(=O)c1c(NC(=O)OC)sc2c1CCC2 | 1.7 | 3.0 | -5.7 | 3.0
3 | Cc1ccc(N2CCCCn3c2nc2c3c(=O)[nH]c(=O)n2C)cc1 | -2.7 | -16.7 | 24.4 | -16.7
4 | Cc1ccc2c(c1)c1ncnc(N3CCC4(CC3)OCCO4)c1n2C | -8.9 | -28.6 | -20.2 | -28.6
5 | Cc1cccc(-c2cc3nc4c(c(N5CCCC(O)C5)n3n2)CCC4)c1 (stereo not drawn) | 12.4 | -7.1 | 9.7 | -7.1
6 | COCCN(C(=O)CCCC(=O)Nc1ccccn1)C(C(=O)NC1CCCCC1)c1ccc(C)cc1 (stereo not drawn) | 0.7 | 7.4 | 6.6 | 7.4
7 | N#Cc1nc(COc2ccccc2Cl)oc1NCc1ccc(F)cc1 | -45.0 | -10.7 | -9.5 | -10.7
8 | CCSc1nc2sc3c(c2c(=O)[nH]1)CC(C)(CC)OC3 (stereo not drawn) | u | x | -12.1 | -7.5
9 | O=C(Cc1ccccc1)Nc1nc(-c2cccs2)cs1 | 11.7 | 11.5 | 35.1 | 11.5
10 | CCCCN(C)CCn1c(=S)[nH]c2ncccc2c1=O | 6.9 | 15.6 | x | x
11 | Cc1ccc(C(=O)CSc2nnc(Cn3nnc4ccccc43)n2C)cc1 | 16.7 | 3.7 | 19.8 | 3.7
12 | C=CCn1c(SCc2ccc(OC)cc2)nnc1-c1cccnc1 | 6.1 | 11.1 | 12.1 | 11.1
13 | COc1ccc(S(=O)(=O)N2CCCC(C(=O)N3CCN(C)CC3)C2)cc1C (stereo not drawn) | -0.3 | 6.9 | -4.2 | 6.9
14 | Cc1cnn(C(=O)c2ccccc2Br)c1 | -6.9 | -6.1 | -8.6 | -6.1
15 | Cc1ccccc1C(=O)OCCCN=C1NS(=O)(=O)c2ccccc21 | 23.0 | 24.1 | -70.8 | 24.1
16 | Cc1ccc(N2CC(C(=O)Nc3ccccc3C(=O)NC3CCCCC3)CC2=O)cc1C (stereo not drawn) | 10.3 | -3.9 | 54.0* | x
17 | COc1cc(C2NC(=O)NC(O)(C(F)(F)F)C2C(C)=O)cc(OC)c1OC (stereo not drawn) | -1.2 | -15.9 | -1.2 | -15.9
18 | O=C(NCc1cccnc1)c1cc(S(=O)(=O)N2CCCCC2)ccc1Cl | -6.0 | 29.0 | -0.3 | 29.0
19 | O=C(NCCc1ccncc1)Nc1ccccc1Cl | -4.3 | 0.0 | 19.8 | x
20 | CC1CCN(c2nc3ccccc3nc2C(C#N)C(=O)NC2CCCCC2)CC1 (stereo not drawn) | 7.7 | 20.7 | 26.9 | 20.7
21 | O=C(Nc1cccc(NC(=O)c2cccnc2Cl)c1)c1ccco1 | 16.5 | 22.5 | 2.5 | 22.5
22 | CCc1ccc(NC(=O)C(C)Oc2nnc(-c3cccs3)c(-c3cccs3)n2)cc1 (stereo not drawn) | 33.1 | 4.7 | x | x
23 | Cc1ccc(-n2ncc3c2ncn2nc(-c4ccco4)nc32)c(C)c1 | -3.5 | -8.3 | 23.2 | -8.3
24 | CCC(=O)N(Cc1cc2cc(OC)ccc2[nH]c1=O)c1ccccc1C | 13.1 | 3.5 | 6.0 | 3.5
25 | Cc1nc(NNC(=O)c2ccc([N+](=O)[O-])cc2)cc(-c2ccccc2)n1 | 1.8 | 9.7 | 19.0 | 9.7
26 | Cc1ccc(S(=O)(=O)Nc2ccc3c(c2)ncn3C(C)(C)C)cc1 | 11.3 | 19.4 | -35.2 | 19.4
27 | CCOc1nc2ccccc2nc1C | 3.0 | 0.0 | 7.7 | x
28 | Cc1cc2ncn(-c3ncnc4sc5c(c34)CCCC5)c2cc1C | -3.5 | -28.6 | 10.6 | -28.6
29 | CC(C(=O)Nc1ncn[nH]1)N1C(=O)c2ccccc2C1=O (stereo not drawn) | -6.3 | 2.9 | 11.9 | 2.9
30 | CC(=O)c1ccc(N2CCN(C(=O)C3(S(=O)(=O)c4ccc(Cl)cc4)CC3)CC2)cc1 | -7.0 | -20.0 | 10.6 | -20.0
31 | COC(=O)c1ccc(OCCOc2ccccc2)cc1 | 18.9 | 11.1 | 22.6 | 11.1
32 | O=C(Nc1ccccc1Cl)NC1(C(=O)N2CCCCC2)CCCCC1 | -6.2 | 0.0 | 23.3 | x
33 | O=C(c1c(F)cccc1F)N(Cc1ccccn1)C1CC1 | 29.3 | 6.7 | x | x
34 | O=C(O)C1CCCCC1C(=O)NCCc1c[nH]c2ccccc12 (stereo not drawn) | 2.7 | 11.1 | x | x
35 | CC1=C(C(=O)OCCOC(C)C)C(c2cc3c(cc2Br)OCO3)CC(=O)N1 (stereo not drawn) | 5.4 | 2.6 | x | x
36 | Cn1cnnc1SCC(=O)c1ccc2c(c1)CCCC2 | 9.7 | 9.1 | 19.8 | 9.1
37 | c1ccc(CNc2ncnc3nc[nH]c23)cc1 | 1.7 | 12.8 | x | x
38 | O=C(O)CCc1ccc(-c2cccs2)n1NC(=O)c1ccc(O)cc1 | 22.1 | 11.5 | 11.7 | 11.5
39 | CCn1c(COc2ccccc2)nnc1SCC(=O)CC(=O)Nc1ccccc1OC | -16.1 | -3.6 | -14.6 | -3.6
40 | Cc1cc(C#N)c(C)n1-c1cc(S(=O)(=O)N2CCOCC2)ccc1N1CCCC1 | 2.3 | -19.1 | 10.8 | -19.1
41 | CCCCN1CC(C(=O)NC2CCCCC2)CC1=O (stereo not drawn) | -1.5 | 25.8 | -17.0 | 25.8
42 | Cc1cc(C)cc(-n2nnnc2SCC(=O)N2CCOCC2)c1 | -5.6 | -4.5 | 5.4 | -4.5
43 | Cn1c(=O)c2c(nc(N3CCCCCC3)n2Cc2cccc3ccccc23)n(C)c1=O | -8.1 | -15.9 | -24.0 | -15.9
44 | C=CCN(C(=O)COc1ccccc1)c1nnc(-c2ccncc2)s1 | -25.7 | -23.8 | 21.5 | -23.8
45 | CCOC(=O)CSc1nc(C)c2ccccc2n1 | 27.6 | 12.9 | 11.7 | 12.9
46 | CCOC(=O)CNC(=O)C(NC(=O)C1CCC(C)CC1)C(C)CC (stereo not drawn) | -5.8 | 19.2 | 21.0 | 19.2
47 | Cc1c(NS(=O)(=O)c2ccc3c(c2)n(C)c(=O)n3C)c(=O)n(-c2ccccc2)n1C | x | x | 19.1 | x
48 | Cn1c(=O)c2c3c(sc2n2c(SCC(N)=O)nnc12)CC(C(C)(C)C)CC3 (stereo not drawn) | 14.7 | 8.3 | -41.4 | 8.3
49 | CCC(=O)N1CCN(c2ccc(NC(=O)c3cc4ccccc4o3)cc2)CC1 | -15.7 | -4.3 | 39.9 | -4.3
50 | COc1ccc2nc3oc(C(=O)N4CCC(C(N)=O)CC4)cc3cc2c1 | -9.1 | 10.7 | 4.9 | 10.7
51 | CCn1c(Cc2ccccc2)nnc1SCC(=O)Nc1ccc2c(c1)OCCO2 | 17.4 | 11.1 | -9.2 | 11.1
52 | C=CCOc1ccc2ccccc2c1/C=N/O | 14.4 | 15.2 | 18.9 | 15.2
53 | Clc1ccc(-c2nn3c(-c4ccncc4)nnc3s2)c(Cl)c1 | x | x | -26.0 | x
54 | Cn1c(=O)cc(OCCCC(=O)N2CCN(Cc3ccc4c(c3)OCO4)CC2)c2ccccc21 | 5.1 | -25.0 | -7.9 | -25.0
55 | CC(=O)Nc1cccc(OC(=O)N2CCOCC2)c1 | -8.3 | -7.7 | -5.2 | -7.7
56 | CS(=O)(=O)N(CC(=O)N1CCCCC1)c1ccc(Cl)c(C(F)(F)F)c1 | 15.9 | -19.1 | 24.2 | -19.1
57 | Cc1oc2c(C)c3oc(=O)c4c(c3cc2c1C)CCC4 | 14.3 | 13.0 | 9.9 | 13.0
58 | CCCCCCSc1nsc(N)n1 | 3.0 | 5.6 | 30.6 | 5.6
59 | O=C(Nc1ccc(Cl)cc1)N(Cc1cccs1)Cc1cccs1 | -18.8 | -22.7 | 13.2 | -22.7
60 | O=C(c1cccc(F)c1)N1C2C=CC(C2)C1(C(F)(F)F)C(F)(F)F (stereo not drawn) | 8.8 | -6.8 | 20.9 | -6.8

Shown with one line to a screen: part of the list above.
41) CCCCN1CC(C(=O)NC2CCCCC2)CC1=O (stereo not drawn)
42) Cc1cc(C)cc(-n2nnnc2SCC(=O)N2CCOCC2)c1
43) Cn1c(=O)c2c(nc(N3CCCCCC3)n2Cc2cccc3ccccc23)n(C)c1=O
44) C=CCN(C(=O)COc1ccccc1)c1nnc(-c2ccncc2)s1
45) CCOC(=O)CSc1nc(C)c2ccccc2n1
46) CCOC(=O)CNC(=O)C(NC(=O)C1CCC(C)CC1)C(C)CC (stereo not drawn)
47) Cc1c(NS(=O)(=O)c2ccc3c(c2)n(C)c(=O)n3C)c(=O)n(-c2ccccc2)n1C

screen / no. | 41 | 42 | 43 | 44 | 45 | 46 | 47
Yeast growth tox | -1.5 | -5.6 | -8.1 | -25.7 | 27.6 | -5.8 | x
Yeast growth tox inhibition % | 25.8 | -4.5 | -15.9 | -23.8 | 12.9 | 19.2 | x
Yeast eIF2B | -17.0 | 5.4 | -24.0 | 21.5 | 11.7 | 21.0 | 19.1
Yeast eIF2B mutant toxicity | 25.8 | -4.5 | -15.9 | -23.8 | 12.9 | 19.2 | x

The list goes on.
entry | molecule | Yeast growth tox | Yeast growth tox inhibition % | Yeast eIF2B | Yeast eIF2B mutant toxicity
61 | CCOc1cc(C(N)=O)cc(OCC)c1OCC | -21.3 | 45.2 | -15.4 | 45.2
62 | Cc1ccc2c(c1)[C@@H]1CN(C)CC[C@@H]1N2S(=O)(=O)c1ccc([N+](=O)[O-])cc1 | -7.1 | -40.0 | 9.1 | -40.0
63 | COc1ccc(-c2nnc3sc(-c4ccco4)nn23)cc1OC | -24.0 | -10.3 | 9.2 | -10.3
64 | CCc1nc2ccccc2c(C(=O)OCC(=O)Nc2cccc(S(=O)(=O)N3CCOCC3)c2)c1C | 13.6 | -22.2 | 24.1 | -22.2
65 | O=C(CN1CCC(n2nnc3cc(F)ccc32)CC1)NCCc1ccccc1 | x | x | -8.2 | x
66 | Cc1ccc2c(Cl)c(C(=O)Nc3cc(C)on3)sc2c1 | 10.2 | 23.3 | 27.8 | 23.3
67 | O=C(CCn1nc(-c2ccc(Cl)cc2)c2ccccc2c1=O)NCCN1CCOCC1 | 7.5 | -19.1 | 17.2 | -19.1
68 | COc1ccc(NC(=O)Nc2cccc(C(=O)N3CCOCC3)c2)cc1OC | 10.6 | -13.6 | 24.5 | -13.6
69 | COc1ccccc1-c1nc(C#N)c(N2CCN(C(c3ccccc3)c3ccccc3)CC2)o1 | 10.2 | 18.5 | 19.3 | 18.5
70 | COc1ccc(NC(=O)CSc2nnc(-c3ccccc3C)n2N)cc1OC | 10.7 | 13.0 | 5.0 | 13.0
71 | CS(=O)(=O)N1CCN(c2ccc(NC(=O)c3ccc(-c4ccc(Cl)cc4)o3)cc2)CC1 | -14.6 | 7.7 | x | x
72 | COc1ccc(-c2ccc(C3C(C#N)=C(N)Oc4n[nH]c(C)c43)o2)cc1 (stereo not drawn) | 33.5 | -14.3 | -2.5 | -14.3
73 | O=C(CCCn1c(=O)[nH]c2ccccc2c1=O)NC1CCCCCC1 | 8.4 | 7.4 | 21.0 | 7.4
74 | O=C(O)CSc1nnc(CNc2ccc(Cl)cc2)n1Cc1ccccc1 | 7.2 | 15.4 | 17.7 | 15.4
75 | C=C(C)C1CC=C(CN2CCC(O)CC2)CC1 (stereo not drawn) | 18.6 | 7.0 | x | x
76 | CCOc1ccc(OCCOCCN2CCOCC2)cc1 | 10.8 | 13.5 | 24.0 | 13.5
77 | CCOC(=O)c1[nH]c2ccc(F)cc2c1NC(=O)CCN1CCSCC1 | 2.0 | 8.0 | -12.7 | 8.0
78 | CSc1nsc(SC)c1NC(=O)OCCc1ccccn1 | -3.0 | 0.0 | -6.1 | x
79 | CCCc1cc(C(=O)O)c2ccccc2n1 | 7.0 | 12.1 | 16.7 | 12.1
80 | CCCOc1ccc(C2C(=O)N(C3CCCCC3)CC(=O)N2C2CC2)cc1OC (stereo not drawn) | -3.8 | -4.5 | 18.2 | -4.5
81 | O=c1c2c3c(sc2ncn1/N=C/c1ccco1)CCCC3 | 15.7 | 14.3 | 21.2 | 14.3
82 | CN(C(=O)c1cccc(C#N)c1)c1nnc(-c2ccccn2)s1 | 16.0 | 15.4 | 14.1 | 15.4
83 | CC(C)Cn1c2ccccc2c2cc(C(=O)O)ccc21 | 27.2 | 10.5 | x | x
84 | O=C(Cn1cc(C(=O)c2cccs2)c2ccccc21)NC1CCCCC1 | 15.0 | 5.0 | x | x
85 | CCOc1ccc(CC(=O)NNC(=S)Nc2ccccc2)cc1Br | -3.2 | 0.0 | x | x

This is a subset; rates above refer to the full screens.
